Cardiac RTF inh – cardiac RTF calcium desensitization; inhibition, % at 7.15 µM; IANBD-labeled cardiac RTF, Ca2+ fluorescence; AID 493244; 340,000 tested, 0.12% active;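 active means inhibition above the mean inhibition of all tested compounds plus 3 SD, cut at about 17% in these data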;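 further: assay run at fixed EC70 calcium of 1.6 mM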
RTF Ca sens act – cardiac RTF calcium sensitization; IANBD-labeled TnC RTF fluorescence at EC20 calcium; 0% EC20 calcium, 100% full calcium; P19429+P45379; AID 493008; 340,000 tested, 0.24% active; activation, % at 7.2 µM;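 active means activation above the mean over all tested compounds plus 3 SD, cut at about 30% in these data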;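 further: rise in fluorescence read as greater calcium sensitivity of cardiac thin filaments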
OPRM1-OPRD1 inv – inverse agonists of human mu-delta opioid receptor heterodimerization. P35372+P41143. cell-based MOR-DOR heterodimer luminescence, inverse agonism. 340,000 tested, 0.21% active. inhibition, % at 9.3 µM; in the data active means inhibition above about 22%, passing the limit was not always enough;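 further: 0% = cells with DMSO and 100% = wells without cells with DMSO; values of inactives mirror those of a sister screen read the other way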
HTR5A ag ctr – activates human HTR5A in OPRM1-OPRD1 agonist counter-screen | AID 504692 | 340,000 tested, 0.61% active | activation, % at 9.3 µM | P47898 | HTR5A agonist assay, luminescence, cell-based; in the data active means activation mostly above about 9.5%, no sharp cut-off; inactive means mostly below about 7.6%;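 further: 0% = cells with vehicle only and 100% = reference agonist; strong numbers were not always called active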
Target sequence (P47898 whole entry, looked up): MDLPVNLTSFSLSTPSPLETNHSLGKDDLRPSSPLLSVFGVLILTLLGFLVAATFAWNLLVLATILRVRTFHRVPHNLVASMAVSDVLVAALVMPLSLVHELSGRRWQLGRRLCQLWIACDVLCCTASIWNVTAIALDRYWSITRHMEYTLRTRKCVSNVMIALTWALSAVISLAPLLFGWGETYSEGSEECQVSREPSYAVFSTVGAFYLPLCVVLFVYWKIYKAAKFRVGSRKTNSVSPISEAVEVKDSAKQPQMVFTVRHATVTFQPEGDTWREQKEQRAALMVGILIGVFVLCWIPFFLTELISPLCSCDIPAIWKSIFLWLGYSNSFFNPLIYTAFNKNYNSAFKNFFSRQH
LANA DNA inh – blocks KSHV LANA C-terminal domain binding to DNA; AID 504423; 340,000 tested, 0.078% active; MBP-C-LANA/FAM-LBS DNA binding, fluorescence polarization; inhibition, % at 9 µM;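 active means highest replicate inhibition at or above 60% at 9 µM, even if other replicates fall short; inactive means all replicates below 60% inhibition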;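 further: 0% = neutral control wells and 100% = 4 µM acridine orange control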
V-ATPase pHluor – alters yeast V-ATPase proton transport; response, % at 10 µM; AID 504577; S. cerevisiae, pHLuorin cytosolic pH fluorescence; 350,000 tested, 0.37% active; in the data active means response mostly above about 7.3%, no sharp cut-off; inactive means mostly below about 5.4%; further: actives read high; inactives centre near 0; some compounds called inactive have numbers as strong as hits; reference of the scale not given here
OPRM1-OPRD1 ag – OPRM1-OPRD1 heterodimerization agonism; P35372+P41143; cells, luminescence; activation, % at 9.3 µM; 340,000 tested, 0.3% active; AID 504326; in the data active means activation above about 18%;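 further: 0% = vehicle-treated cells and 100% = reference agonist; values of inactives mirror those of a sister screen read the other way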
CAL PDZ FP – blocks peptide binding to the human CAL PDZ domain; Q9HD26; purified CAL PDZ, TMR-peptide fluorescence polarization, 1 h; inhibition, % at 24.9 µM; 300,000 tested, 0.92% active;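 active means mean inhibition of at least 30% with at least half of replicates also reaching 30%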;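 further: 0% = DMSO neutral control and 100% = excess unlabeled competitor peptide PRC23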
Keap1 Nrf2 FP – Keap1-Nrf2 (human) interaction inhibition | 340,000 tested, 0.15% active | Keap1 Kelch-Nrf2 peptide fluorescence polarization, 1536-well | AID 504523 | Q14145 | inhibition, % at 9.4 µM; in the data active means inhibition above about 12%;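 further: human Keap1 Kelch domain with fluorescein labeled Nrf2 9mer peptide probe; 0% = neutral control wells and 100% = peptide positive control; higher means more block of Keap1 binding to Nrf2 peptide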
Target sequence (Q14145 whole entry, looked up, the tested form may be a part): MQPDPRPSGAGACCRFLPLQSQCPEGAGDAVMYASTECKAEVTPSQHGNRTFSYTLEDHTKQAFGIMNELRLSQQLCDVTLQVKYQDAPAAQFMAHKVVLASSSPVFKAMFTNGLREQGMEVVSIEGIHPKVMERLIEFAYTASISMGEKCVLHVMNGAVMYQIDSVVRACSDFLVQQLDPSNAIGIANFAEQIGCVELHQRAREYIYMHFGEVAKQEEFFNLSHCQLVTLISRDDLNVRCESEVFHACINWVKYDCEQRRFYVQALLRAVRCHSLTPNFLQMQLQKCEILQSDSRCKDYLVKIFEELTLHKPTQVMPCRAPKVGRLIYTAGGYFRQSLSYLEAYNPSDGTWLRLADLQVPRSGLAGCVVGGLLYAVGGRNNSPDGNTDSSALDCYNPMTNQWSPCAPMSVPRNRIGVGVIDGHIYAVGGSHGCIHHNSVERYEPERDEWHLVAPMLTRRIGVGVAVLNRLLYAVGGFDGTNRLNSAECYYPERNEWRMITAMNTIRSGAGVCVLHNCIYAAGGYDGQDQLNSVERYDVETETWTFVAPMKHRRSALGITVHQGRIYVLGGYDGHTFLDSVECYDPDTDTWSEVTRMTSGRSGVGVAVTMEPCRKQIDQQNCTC
HTR5A inv ctr – counter-screen for OPRM1-OPRD1 inverse agonists: human HTR5A inverse agonism | HTR5A cell line, luminescence | inhibition, % at 9.3 µM | 340,000 tested, 0.083% active; in the data active means inhibition mostly above about 23%, no sharp cut-off; inactive means mostly below about 18%;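 further: 0% = cells with DMSO and 100% = no-cell wells with DMSO; some compounds called inactive have numbers as strong as hits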
Numbers without * were called inactive; · = no result given.

SMILES | Cardiac RTF inh | RTF Ca sens act | OPRM1-OPRD1 inv | HTR5A ag ctr | LANA DNA inh | V-ATPase pHluor | OPRM1-OPRD1 ag | CAL PDZ FP | Keap1 Nrf2 FP | HTR5A inv ctr
Cc1ccnc(SCC(=O)Nc2cccc(S(=O)(=O)N3CCOCC3)c2)n1 | -2 | -3 | 8 | -2 | -1.9 | 13* | -1.5 | -3 | -5 | 8
CCOc1cc(N2CCOCC2)c(OCC)cc1NC(=O)C(C)Oc1ccccc1 (configuration not stated) | 2 | -1 | 2 | 5 | 0.7 | 5 | -0.3 | · | 2 | -17
Cc1cccc(-n2c(C)cc(/C=N/NC(=O)c3cccc([N+](=O)[O-])c3C)c2C)c1 | 2 | 2 | 2 | -4 | 1.1 | 1 | -0.4 | 0 | -3 | -7
O=C(CSc1nc2c(sc3ccccc32)c(=O)n1Cc1ccccc1)NCC1CCCO1 (configuration not stated) | -5 | 5 | 11 | -2 | -0.1 | -2 | -2.1 | 4 | 3 | 6
Cn1cc(/C=C2\SC(=S)N(NC(=O)c3ccccc3Cl)C2=O)c2ccccc21 | -148 | 74* | 22 | 2 | -0.2 | 0 | -3.7 | 0 | -7 | -5
Cc1ccc(CNC(=O)CC(C)S(=O)(=O)c2ccc3c(c2)NC(=O)CS3)o1 (configuration not stated) | -27 | 16 | -4 | 5 | 15 | -2 | 0.8 | -1 | -10 | 7
CC1C(=O)Nc2ccccc2N1C(=O)c1ccccc1 (configuration not stated) | -3 | -1 | 18 | -2 | -1.2 | 0 | -3.5 | -2 | 6 | 5
CCCCSCCCNC(=S)Nc1ccccc1C | -4 | 3 | -8 | 3 | -1.3 | -3 | 1.9 | 8 | 2 | 14
COc1ccc(NC(=O)/C(C#N)=C\C=C\c2ccco2)cc1 | 1 | 0 | -10 | -3 | 2.0 | -2 | 2.0 | -1 | 3 | 9
Cc1cc(NC(=O)c2ccc3nccnc3c2)ccc1Br | -5 | -4 | -4 | 0 | 0.1 | -7 | 1.0 | · | -1 | 1
O=c1[nH]cnc2nc(-c3ccccc3)c(-c3ccccc3)nc12 | 3 | -1 | 13 | 2 | -1.5 | 2 | -2.1 | -5 | -3 | 7
Cc1ccc(SC(CC(=O)c2ccc(C)cc2)C(=O)O)cc1 (configuration not stated) | -4 | -2 | 12 | 5 | -1.3 | 0 | -2.5 | 0 | -6 | -13
CN1CCN(C(=O)c2ccc3c(c2)N(Cc2cccc(Cl)c2)C(=O)c2ccccc2S3=O)CC1 (configuration not stated) | -4 | 1 | 7 | 1 | -1.6 | 2 | -1.4 | · | -4 | -4
COc1ccc(NS(=O)(=O)c2ccc(NC(=S)NC(=O)c3cccc(F)c3)cc2)nn1 | -1 | 8 | 24 | 1 | 0.7 | 0 | -4.4 | -1 | -1 | 10
CCOC(=O)c1nnn(CC(=O)N2N=C(c3cccc4ccccc34)CC2c2ccccc2)c1C(=O)OCC (configuration not stated) | -9 | -8 | 12 | 0 | 0.8 | -1 | -2.2 | 1 | -8 | -7
COc1ccc2cc(Br)ccc2c1CC(=O)N(C)C | -4 | 8 | -8 | 2 | -0.6 | -4 | 1.4 | 5 | 0 | -5
Cc1ccc(C)c(S(=O)(=O)N2CCCOC2CNC(=O)C(=O)NCCc2ccco2)c1 (configuration not stated) | 3 | -3 | 20 | -1 | -0.4 | -1 | -3.6 | 69* | 3 | -4
FC(F)(F)c1cc(N2CCN(Cc3ccccc3)CC2)c2ccccc2n1 | -6 | 1 | -13 | -7 | -4.2 | -6 | 2.6 | -3 | 0 | 0
CCc1nc(SCC(=O)Nc2ccc(N(C)C)cc2)c2ccccc2n1 | 3 | -5 | 13 | 1 | 1.1 | 3 | -2.4 | -9 | -1 | -3
CCC(=O)OC1(C)C(=O)C=C2C=C(c3ccsc3)OC=C2C1=O (configuration not stated) | -8 | -6 | 3 | 5 | 2.8 | -1 | -0.5 | -3 | 2 | -13
Cc1cc(Br)ccc1NC(=O)C1CCN(C(=O)c2ccco2)CC1 | -10 | -4 | -9 | 8 | -0.1 | 1 | 1.5 | 0 | -3 | -37
O=C1C2C3CCC(C3NCc3ccccc3)C2C(=O)N1Cc1ccccc1 (configuration not stated) | 5 | 0 | -15 | 0 | 2.1 | -2 | 2.5 | -2 | 3 | -9
CC(=O)c1ccc(NC(=O)c2ccc(N3CCCC3=O)cc2)cc1 | -10 | 1 | 2 | 2 | 0.7 | -5 | -0.4 | -3 | 1 | 17
COc1cc(/C=C/C(=O)OCC(=O)NC(=O)NC23CC4CC(CC(C4)C2)C3)ccc1OCC#N | 18* | 5 | -10 | -5 | -0.6 | 2 | 1.8 | 1 | -3 | -5
O=C1CC(N2CCN(c3ccccc3)CC2)C(=O)N1c1ccc2c(c1)OCCO2 (configuration not stated) | -12 | 0 | 4 | 5 | 0.4 | 1 | -0.7 | -5 | -3 | 28
(cont.)
SMILES | Cardiac RTF inh | RTF Ca sens act | OPRM1-OPRD1 inv | HTR5A ag ctr | LANA DNA inh | V-ATPase pHluor | OPRM1-OPRD1 ag | CAL PDZ FP | Keap1 Nrf2 FP | HTR5A inv ctr
CC(C)CC(=O)NC(=S)NNC(=O)c1cccc([N+](=O)[O-])c1 | 15 | -4 | 11 | -4 | 0.5 | 9 | -1.9 | 2 | -1 | 9
COC(=O)CCC(=O)N1CCOCCOCCOCC1 | -1 | -1 | 2 | -4 | 0.0 | -2 | -0.3 | 40* | -1 | 11
CCOc1ccc(Cc2onc3c2C(=O)CC(C)(C)C3)cc1OCC | 6 | -2 | 6 | -2 | -1.0 | -1 | -1.2 | 3 | 2 | -5
CC(C)N(C=O)C1(C(=O)NC2CCCCC2)CCCCC1 | -3 | -4 | 4 | 4 | -0.2 | 4 | -0.7 | -1 | -2 | -26
OC(CN1CCN(c2cccc(Cl)c2)CC1)c1ccc(F)cc1 (configuration not stated) | -3 | 4 | -32 | 19* | -1.0 | -2 | 6.8 | -1 | 0 | -72
COc1cccc(NC(=S)NCc2ccc3c(c2)cc(C)n3C)c1 | -14 | 0 | -9 | -4 | 0.9 | 3 | 1.7 | -2 | -1 | -11
O=C(COC(=O)c1cccnc1Cl)c1cccc(Cl)c1 | 1 | -2 | 20 | -5 | 1.3 | -3 | -3.9 | 1 | 3 | -5
CC(Oc1ccc2c(-c3ccccc3)cc(=O)oc2c1)C(=O)N1CCC[C@@H]1C(N)=O (some centres not stated) | -1 | -3 | 12 | -1 | -2.6 | -1 | -2.3 | 3 | -1 | 8
O=[N+]([O-])c1ccc(S(=O)(=O)NCCc2cn3ccccc3n2)cc1 | -6 | 2 | -15 | 10 | -0.1 | 3 | 2.5 | · | 1 | -31
Cc1cc2ncn(/N=C/c3ccc([N+](=O)[O-])o3)c2cc1C | 1 | 5 | -36 | -1 | 1.1 | 1 | 6.2 | -1 | 6 | 18
O=C(N/N=C1/SCC(=O)N1Cc1ccco1)c1ccccc1F | 1 | 0 | 15 | 0 | -0.4 | 1 | -3.1 | -1 | -1 | -18
Cc1ccc(Cl)cc1NC(=O)CSc1sc2c(O)cc(=O)[nH]c2c1C#N | -8 | -1 | -11 | -2 | 2.3 | -4 | 1.4 | -1 | -1 | 6
CCC(=O)Nc1cccc(NC(=O)c2ccc(Br)cc2)c1 | -4 | -2 | 13 | 2 | -1.3 | 5 | -2.6 | 0 | -1 | 16
CCOC(=O)C1=C(c2ccccc2)NC(N)=NC1c1ccc(OCc2ccc(C(=O)OC)cc2)cc1 (configuration not stated) | -1 | -4 | -3 | 3 | -0.1 | 0 | 0.5 | -6 | -2 | -10
COCC(C)NC(=S)Nc1ccccc1[N+](=O)[O-] (configuration not stated) | 2 | 2 | 1 | -2 | -6.9 | -8 | -0.2 | -1 | -1 | 4
COc1ccc(NC2CS(=O)(=O)CC2OC(=O)c2ccc(F)cc2)cc1 (configuration not stated) | -1 | 5 | 12 | -1 | -1.6 | 7 | -2.2 | -2 | -4 | -1
O=S(=O)(c1ccc(-c2ccccc2)cc1)N1CCCCC1 | -2 | 5 | -18 | 8 | -0.7 | 0 | 3.5 | · | -6 | -23
Cn1c(CN2CCCCC2)nc2cc(NC(=O)c3cccc(Br)c3)ccc21 | -5 | -4 | -6 | 11 | 0.9 | -5 | 1.1 | · | 0 | -71
C#CCSc1n[nH]c(=O)n1-c1cccc(C(F)(F)F)c1 | -13 | 6 | 13 | 6 | 0.4 | -4 | -2.4 | -2 | -5 | -12
CC(Oc1ccccc1F)C(=O)NNC(=O)CCNC(=O)c1ccco1 (configuration not stated) | 6 | 3 | 9 | -2 | -1.2 | -1 | -1.7 | -2 | -3 | 5
Cc1cccc(C)c1NC(=O)C1(N(Cc2ccco2)C(=O)Cn2nnnc2N)CCCCC1 | -6 | -2 | 11 | 0 | 0.8 | -1 | -1.9 | 1 | 0 | 0
Cc1nn(C2CCS(=O)(=O)C2)c2nc(C3CC3)cc(C(=O)Nc3cccc(C#N)c3)c12 (configuration not stated) | -8 | -2 | -2 | 4 | 0.7 | -2 | 0.5 | -1 | -3 | -10
CCN1C(=O)/C(=C2/SC(C)=C(C)N2CC)SC1=S | 9 | -4 | 14 | 1 | 4.9 | -1 | -2.3 | -3 | 9 | -2
CCSc1nc2sc3c(c2c(=O)[nH]1)CC(C)(C)OC3 | -14 | 1 | 5 | 2 | 1.7 | -2 | -1.0 | -6 | -5 | -9
S=c1[nH]cnc2sc(Nc3ccccc3)nc12 | -8 | 4 | 10 | 3 | 2.1 | -1 | -1.9 | -5 | -3 | -11
Cc1ncoc1C(=O)N1CCCC(CCC(=O)NCc2ccccc2F)C1 (configuration not stated) | -7 | 1 | 7 | -3 | -1.7 | -1 | -1.3 | -18 | 0 | 19
CCN(Cc1ccccc1)C(=O)Cn1c(C(C)O)nc2ccccc21 (configuration not stated) | 3 | 1 | · | · | -0.5 | -3 | · | · | -3 | ·
Cc1ccc(Cl)c(OCC(=O)NC2CCN(Cc3ccccc3)CC2)c1 | -4 | 1 | -4 | -4 | 0.5 | 0 | 0.7 | -2 | -6 | -4

Quoted at random: five entries already listed.
SMILES | Cardiac RTF inh | RTF Ca sens act | OPRM1-OPRD1 inv | HTR5A ag ctr | LANA DNA inh | V-ATPase pHluor | OPRM1-OPRD1 ag | CAL PDZ FP | Keap1 Nrf2 FP | HTR5A inv ctr
O=C(N/N=C1/SCC(=O)N1Cc1ccco1)c1ccccc1F | 1 | 0 | 15 | 0 | -0.4 | 1 | -3.1 | -1 | -1 | -18
Cc1nn(C2CCS(=O)(=O)C2)c2nc(C3CC3)cc(C(=O)Nc3cccc(C#N)c3)c12 (configuration not stated) | -8 | -2 | -2 | 4 | 0.7 | -2 | 0.5 | -1 | -3 | -10
CCOc1ccc(Cc2onc3c2C(=O)CC(C)(C)C3)cc1OCC | 6 | -2 | 6 | -2 | -1.0 | -1 | -1.2 | 3 | 2 | -5
CCOC(=O)c1nnn(CC(=O)N2N=C(c3cccc4ccccc34)CC2c2ccccc2)c1C(=O)OCC (configuration not stated) | -9 | -8 | 12 | 0 | 0.8 | -1 | -2.2 | 1 | -8 | -7
Cc1ccc(Cl)c(OCC(=O)NC2CCN(Cc3ccccc3)CC2)c1 | -4 | 1 | -4 | -4 | 0.5 | 0 | 0.7 | -2 | -6 | -4

Assay outcomes from PubChem BioAssay.

Random draw from the library; overall some 2.8% were active at least once.
